PNC inhibitor – inhibitors of perinucleolar compartment assembly; PC3M PTB-GFP, PNC prevalence imaging, 16 h; active compounds read low; activity change (PNC), negative = inhibition, % at 10 µM; 140,000 compounds, 3.1% hits; AID 2417;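 active = readout at or below -70, meaning at least 70% loss of cells showing the perinucleolar compartment, a nuclear body marking cancer cells; inconclusive = readout between -30 and a set limit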;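 note: plate controls were DMSO wells for no effect and camptothecin positive control wells for full effect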
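PC3M cells stably expressing PTB-GFP, 750–1000 cells/well, treated 16 h at 37 °C with compound (23 nl of library stock), in duplicate. After paraformaldehyde fixation and Hoechst stain, imaged at 20x; PNC prevalence scored by image analysis.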
IMPase cell inh – IMPase inhibition in cells; CHO-M1 cells, IP1 accumulation, HTRF TR-FRET ratio; inhibition (IP1 accumulation), % at 46.1 µM; 120,000 tested, under 10 active; AID 901; active = well fitted curve in the direction sought with a large enough effect in the signal ratio, not every such curve was filed as active; inconclusive = small, poorly fitted or top-dose-only effect, or a change in a side signal; inactive = no such curve, though single readings can be large or run the other way; the % refers to the signal ratio;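 note: cells stimulated with carbachol in lithium chloride buffer; plate controls were DMSO basal wells for no effect and reference inhibitor wells for full effect; higher means more IMPase inhibition seen as more IP1 and lower FRET ratio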
Target sequence (P97697 whole entry, looked up): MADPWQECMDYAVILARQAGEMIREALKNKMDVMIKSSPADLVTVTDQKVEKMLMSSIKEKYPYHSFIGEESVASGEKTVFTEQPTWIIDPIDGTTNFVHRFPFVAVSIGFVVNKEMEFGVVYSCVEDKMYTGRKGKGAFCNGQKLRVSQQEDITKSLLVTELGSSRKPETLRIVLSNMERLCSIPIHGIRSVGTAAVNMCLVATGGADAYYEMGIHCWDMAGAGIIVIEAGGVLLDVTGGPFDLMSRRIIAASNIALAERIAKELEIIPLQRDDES
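Cellular IMPase inhibition is scored as a rise in cytosolic IP1, detected by competitive TR-FRET between d2-labelled IP1 and a europium anti-IP1 antibody. M1-expressing CHO cells were stimulated with carbachol for 30 min at 37C, with lithium (50 mM LiCl) present in the buffer.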
15-hLO-2 inh – inhibitors of human 15-lipoxygenase 2 (ALOX15B); AID 881; purified 15hLO-2, xylenol orange hydroperoxide absorbance; Potency, µM (series often up to 57.1 µM), for the others: at the top dose activity change, negative = inhibition, usual class: inhibitors; 110,000 compounds, 0.56% hits; note: potency is the fitted concentration of half-maximal effect; nearly all actives have a fitted effect of over 60% in size; many of its hits are not listed in these tables
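Read-out: hydroperoxide product oxidises ferrous iron, measured as xylenol orange complex via the 573-to-405 nm absorbance ratio after 30 min. Reaction: 50 nM enzyme, 15 min compound preincubation, 45 uM arachidonic acid, 90 min RT, Hepes pH 7.5 with Triton X-100.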
ALOX12 inhib – blocks human 12-lipoxygenase activity. AID 1452. 150,000 compounds, 0.12% hits. purified 12-hLO, xylenol orange hydroperoxide absorbance. Potency, µM (top dose mostly 57.1 µM), for the others: top-dose activity change, negative = inhibition, actives largely listed as inhibitors; note: potency is the fitted concentration of half-maximal effect; nearly all actives have a fitted effect of over 55% in size; many of its hits are not listed in these tables
Target sequence (P18054 whole entry, looked up): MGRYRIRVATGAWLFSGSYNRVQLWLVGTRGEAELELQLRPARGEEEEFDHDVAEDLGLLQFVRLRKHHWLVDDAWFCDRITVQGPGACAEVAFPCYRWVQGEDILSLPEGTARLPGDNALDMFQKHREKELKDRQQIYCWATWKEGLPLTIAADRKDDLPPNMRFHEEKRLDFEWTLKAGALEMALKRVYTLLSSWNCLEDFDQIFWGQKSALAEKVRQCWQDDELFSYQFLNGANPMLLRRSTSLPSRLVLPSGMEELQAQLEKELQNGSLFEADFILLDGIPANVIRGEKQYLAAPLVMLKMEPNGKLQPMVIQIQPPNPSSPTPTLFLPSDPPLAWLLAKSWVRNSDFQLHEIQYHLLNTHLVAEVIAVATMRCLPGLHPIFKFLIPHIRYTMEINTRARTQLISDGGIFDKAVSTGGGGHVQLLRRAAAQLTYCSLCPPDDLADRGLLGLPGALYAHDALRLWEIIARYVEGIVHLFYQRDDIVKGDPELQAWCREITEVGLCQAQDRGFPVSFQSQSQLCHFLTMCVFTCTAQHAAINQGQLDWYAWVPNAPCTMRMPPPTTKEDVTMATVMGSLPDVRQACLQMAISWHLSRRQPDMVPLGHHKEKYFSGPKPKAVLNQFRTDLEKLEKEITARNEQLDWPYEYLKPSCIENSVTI
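Purified human 12hLO (150 nM final) was preincubated with compounds for 15 min at room temperature in 25 mM Hepes pH 7.0, 0.01% Triton X-100, then reacted with 40 uM arachidonic acid for 30 min. Hydroperoxide was detected with ferrous iron/xylenol orange.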
* hit, by the source's call; ? = inconclusive; . = no result given; & = joins results of further samples; [ ] = remark or other dose. Unless noted, calls come from the whole dose curve; as a rule, active = well fitted curve in the direction sought with a large enough effect; inconclusive = small, poorly fitted or top-dose-only effect, or another doubt; inactive = no such curve, though single readings can be large; an effect the other way counts as inactive or inconclusive. Unless noted, % is set by controls: 0 for no effect and ±100 for the full control effect. An excerpt (hit frequency here may not be typical).

Sequence of screens – PNC inhibitor | IMPase cell inh | 15-hLO-2 inh | ALOX12 inhib
COc1cc(NC(=O)c2c(F)c(F)c(F)c(F)c2F)c(OC)cc1Cl
  ? | -16 | -4% | -2%
CCc1cc(C(=O)c2ccc(C)cc2)c(NC(=O)CCl)s1
  -10 | 5 | . | -5%
COc1ccc(NC(=O)CN(C)S(=O)(=O)c2cccc3nsnc23)cc1OC
  -10 | . | . | -1%
CC(=O)O[C@H]1C[C@@]2(C)[C@@H](C[C@@H](O)[C@H]3[C@@]4(C)CC[C@@H](O)[C@@H](C)C4CC[C@@]32C)/C1=C(\CCC=C(C)C)C(=O)O (some centres undefined)
  ? | . | . | -8%
Cn1nc([N+](=O)[O-])nc1Sc1nnc(-c2ccccc2)o1
  32 | 3 | -7% | -9%
Cc1ccc(/C=N/c2sc(Cc3ccccc3)c(C)c2C(N)=O)o1
  -10 | . | . | 0%
CC1CC(C)CN(C(=O)Cn2c(=O)n(CCCCC(=O)NCc3ccco3)c(=O)c3ccccc32)C1 (centres undefined)
  18 | -5 | 3% | -1%
CC1Oc2ccccc2N(Cc2ccccc2Cl)C1=O (centres undefined)
  29 | 5 | . | -1%
O=C(Nc1ccc(/C=C/c2nc3ccccc3o2)cc1)c1cccc(C(F)(F)F)c1
  -27 | -1 | 1% | -8%
CCOc1ccc(-c2nnn(CC(=O)NCc3ccc(F)cc3)n2)cc1OCC
  43 | 0 | -12% | 6%
CC1(C)S[C@@H]2[C@H](NC(=O)C3(N)CCCCC3)C(=O)N2[C@@H]1C(=O)O
  . | . | 0%[11.4 µM] | -1%[11.4 µM]
O=C1/C(=C/c2cccs2)Sc2ccccc21
  ? | -2 | . | 3%
COc1ccc(C(=O)NC2CCCCCC2)cc1S(=O)(=O)N1CCCc2ccccc21
  13 | -1 | 0% | 1%
CC1CC(C)CN(C(=O)COC(=O)c2cc3ccccc3cc2O)C1 (centres undefined)
  41 | 16 | -11% | -13%
c1ccc2c(COn3nnc4ccccc43)cccc2c1
  -2 | 10 | 13% | -2%
CCOc1cccc(NC(=O)CSc2nncn2N)c1
  2 | -2 | -5% | 1%
COc1cc(NC(=O)C23CC4CC(C2)CC(n2cnc([N+](=O)[O-])n2)(C4)C3)cc(OC)c1
  -18 | . | . | -2%
Cc1ccc(Cn2cc(/C=N/Nc3ccc([N+](=O)[O-])cn3)c3ccccc32)cc1
  ? | 11 | . | -1%
COCCNC(=O)COC(=O)/C=C/c1c(C)nn(Cc2ccc(Cl)cc2Cl)c1Cl
  ? | ? | 5% | -4%
Nc1nc(SCc2ccccc2Cl)[nH]c(=O)c1-c1ccccc1
  ? | -2 | . | -7%

Another view of part of the listing above.
Molecule: CCc1cc(C(=O)c2ccc(C)cc2)c(NC(=O)CCl)s1
  PNC inhibitor = -10 | IMPase cell inh = 5 | 15-hLO-2 inh = . | ALOX12 inhib = -5%

Molecule: COc1ccc(NC(=O)CN(C)S(=O)(=O)c2cccc3nsnc23)cc1OC
  PNC inhibitor = -10 | IMPase cell inh = . | 15-hLO-2 inh = . | ALOX12 inhib = -1%

More compounds:
Sequence of screens – PNC inhibitor | IMPase cell inh | 15-hLO-2 inh | ALOX12 inhib
CN(C)S(=O)(=O)c1ccc(NC(=O)C2COc3ccccc3O2)cc1 (centres undefined)
  9 | -13 | . | -2%
O=C(c1cccc(N2C(=O)C3C4C=CC(C4)C3C2=O)c1)N1CCCCCC1 (centres undefined)
  31 | -7 | -3% | 1%
COC(=O)c1ccc(C(NC(=O)OCc2ccccc2)/C(F)=C/[C@@H](C)C(=O)NC2CCCCC2)cc1 (some centres undefined)
  . | . | 16% | -6%
CCOC(=O)c1cc2c(=O)n3ccccc3nc2n(CCOC)c1=NC(=O)C(C)(C)C
  ? | -4 | -26% | -9%
COc1ccc(OCCNC(=S)Nc2cccc3ccccc23)cc1
  30 | 5 | ? | ?
CN(c1ccccc1)C(c1ccc(F)cc1)c1nnnn1C1CCCC1 (centres undefined)
  1 | 15 | -4% | -5%
Cc1ccc(C=Nc2ccccc2C#N)s1
  ? | . | . | 1%
Oc1ccc(-c2nc3ccccn3c2NCc2ccc3c(c2)OCO3)cc1
  20 | -7 | -6% | -11%
Nc1cc(C(=O)O)ccc1Nc1ccccc1
  ? | 7 | -17% | -5%
CNC(=O)NC(=O)C(OC(=O)c1cccc(S(=O)(=O)N2CCCCC2)c1)c1ccccc1 (centres undefined)
  -4 | . | . | 2%
COc1ccc(-c2oc(/N=C/N3CCOCC3)c(C#N)c2-c2ccc(OC)cc2)cc1
  -16 | 0 | -13% | -12%
Nc1nc(SCC(=O)NN(c2ccccc2)c2ccccc2)n[nH]1
  9 | . | . | 0%
C=CCn1c(SCC(=O)c2[nH]c(C)c(C(C)=O)c2C)nnc1-c1ccncc1
  15 | 2 | -2% | 6%
CS(=O)(=O)N(CC(O)Cn1c2ccccc2c2ccccc21)c1cccc2ccccc12 (centres undefined)
  -13 | 13 | 5% | -1%
COc1ccc(C)cc1NC(=O)CSc1nnc(-c2ccc(Br)cc2)o1
  -25 | 9 | 1% | 1%
COC(=O)c1ccc(C)c(NC(=O)CN(c2cc(OC)ccc2OC)S(C)(=O)=O)c1
  -1 | ? | -11% | -2%
COc1cccc(Nc2ncccc2C(=O)Nc2ccccc2)c1
  -80* | 7 | 25% | -3%
Cc1cccc(N2CCN(S(C)(=O)=O)CC2)c1C
  -12 | 1 | -4% | 1%
CCOC(=O)c1ccc(N2C(=O)CC(N3CC(C)OC(C)C3)C2=O)cc1 (centres undefined)
  -10 | 7 | -4% | 3%
COc1ccc(/C=N/NC(=O)C2(O)c3ccccc3-c3ccccc32)cc1
  -25 | . | . | -1%
COC(=O)/C=C1/N/C(=N\c2nc(C)cc(C)n2)N(c2cccc(C)c2)C1=O
  23 | . | . | -5%
Cc1ccc(S(=O)(=O)N2CCN(C(=O)CN3CCCCC3)C2)cc1
  -3 | 5 | 3% | 2%
COc1ccc(OC)c(C(C)NC(=O)c2ccc(Br)cc2)c1 (centres undefined)
  15 | . | . | 0%
CCOC(=O)c1c(C)c(C(=O)NCC2CCCO2)c(C)n1C (centres undefined)
  -14 | 5 | -7%[2.29 µM] | 1%
CCCCN=C(Nc1ccc(Cl)cc1)c1cccnc1
  ? | 3 | 3% | -2%
COC(=O)COc1cccc(NC(=O)c2ccccc2)c1
  36 | 6 | -2% | -2%
Cc1noc(C)c1CSc1nnc(-c2ccccc2)n1N
  2 | 1 | -18% | -3%
O=C1C2C3C=CC(C3)C2C(=O)N1CCCO (centres undefined)
  321 | -8 | . | 2%
O=Cc1cn(-c2ccc(F)cc2)c2ccccc12
  34 | . | . | -2%
CC12C(=O)N(Cc3ccccc3)C(=O)C1C1C=CC2C1 (centres undefined)
  -13 | -1 | -3% | 3%
COc1ccc(S(=O)(=O)Nc2nc3ccccc3s2)cc1OC
  -27 | 2 | -2% | 7%
Cc1ccc(S(=O)(=O)N2CCC(=O)N(CCOC(=O)Nc3cc(C)cc(C)c3)CC2)cc1
  14 | . | 16%[0.0915 µM] | -7%[0.00818 µM]
C=CCn1cc(C(=O)NCc2ccc(Cl)cc2)c(=O)c2cc(S(=O)(=O)N(CC)CC)ccc21
  -13 | . | . | 0%
Cc1ccc(N2C(=O)C3C4C=CC(CNC(=S)Nc5ccc(Cl)cc5)(O4)C3C2=O)cc1 (centres undefined)
  ? | . | . | ?
C=CCN1CCN(c2nc3ccccc3nc2C#N)CC1
  . | -3 | -12% | -1%
COCCn1c(SCc2ccc(C(=O)OC)o2)nc2cc(Cl)ccc2c1=O
  -19 | 16 | 6% | -18%
Cc1ccc(C(=O)NNS(=O)(=O)c2ccccc2[N+](=O)[O-])cc1
  28 | 11 | . | -7%
COC(=O)C1=C(NC(=O)COc2ccc3ccccc3c2)CCS1
  -29 | -1 | . | 2%
Cc1ccc(-c2nn3c(C)nnc3c3ccccc23)cc1S(=O)(=O)N(C)CCO
  -30 | 1 | -5% | 0%
CC(=O)OCC1OC(Oc2cc(OC(C)=O)c3c(=O)cc(-c4ccc(OC(C)=O)cc4)oc3c2)[C@@H](OC(C)=O)C(OC(C)=O)C1OC(C)=O (some centres undefined)
  . | . | -3% | 2%
CCOc1ccc(C(=O)Nc2ccc(NC(=O)c3ccco3)c(Cl)c2)cc1Cl
  28 | -30 | -6% | -1%
Cc1cccc(NC(=O)C2CCCN(C(=O)NC3CCCCC3)C2)c1C (centres undefined)
  -13 | 11 | 5% | -1%
CCOCc1cn(CC(=O)c2ccc(Cl)cc2)c(C)nc1=N
  ? | 13 | 4% | -2%
O=C(CSc1ccc2c(c1)OCCO2)NCCN1C(=O)CSC1=O
  53 | 2 | -8% | 5%
O=C(Nc1ccccc1)N1CCCCC1c1cccnc1 (centres undefined)
  -25 | -9 | 0% | 2%
CC(C)(O)C#Cc1ccc(C(=O)N2CCCC2C(=O)O)s1 (centres undefined)
  2 | 2 | 0% | 4%
COc1ccc(-n2c(C)cc(/C=C3\SC(=S)N(Cc4ccco4)C3=O)c2C)cc1
  -26 | . | . | 1%
CCCCN(C(=O)Cn1nnc2ccccc21)C(C(=O)NCCOC)c1ccc(OC)cc1 (centres undefined)
  ? | 0 | 7% | -5%
CCn1c(COc2ccc(=O)n(-c3ccccc3)n2)nnc1SCc1ccccc1
  ? | 3 | -1% | 4%
Cn1c(N)c(C(=O)COC(=O)c2cc(-c3ccccc3)nc3ccccc23)c(=O)n(Cc2ccccc2)c1=O
  60 | . | 16% | -1%&-4%
CC1(C)CC(=O)C2=C(C1)NCN(Cc1ccccc1)C2
  -3 | -3 | 12% | 0%
COc1ccc(C2C(C#N)=C(N)Nc3onc(C(C)(C)C)c32)c(OC)c1 (centres undefined)
  ? | . | . | 0%
COc1cc2c3c(c1OC)C1(C=CC(=NO)C=C1)CC3N(C(C)=O)CC2 (centres undefined)
  21 | 4 | 0% | -5%
Cc1ccc2nc3sc(C(=O)N4CCCc5ccccc54)c(N)c3cc2c1
  22 | -4 | 0% | 0%
O=C(Oc1ccccc1Cl)c1ccc(N2CCOCC2)c([N+](=O)[O-])c1
  20 | 0 | . | 0%
Cc1ccc(-c2csc3ncn(CC(=O)N4CCOCC4)c(=O)c23)cc1
  -17 | 7 | 6% | -2%
N#CCSc1nc2c(c(=O)n1Cc1ccco1)C1(CCCC1)Cc1ccccc1-2
  ? | 5 | -4% | -3%
O=C(CCn1nc(-c2ccccc2)c2ccccc2c1=O)N1CCN(c2ccccc2)CC1
  -23 | 3 | 3% | -3%
c1ccc(-c2nc(NCC3CCCO3)c3ccccc3n2)nc1 (centres undefined)
  86 | -3 | 65%[activator] | -1%
COc1cc(-c2[nH]nc3c2C(c2ccco2)C(C#N)=C(N)O3)cc(OC)c1OC (centres undefined)
  -26 | . | . | -5%

Remaining list, next part:
Sequence of screens – PNC inhibitor | IMPase cell inh | 15-hLO-2 inh | ALOX12 inhib
O=C(CSCc1cccc(Cl)c1)N1CCN(Cc2ccc3c(c2)OCO3)CC1
  20 | 4 | 20% | -20%
O=C(NC1CCCCC1)C(c1cccnc1)N(CCc1ccccc1)C(=O)Cc1cccs1 (centres undefined)
  -12 | 0 | . | 4%
COc1cccc(NC(=O)c2ccccc2NS(C)(=O)=O)c1
  -26 | 3 | -1% | 1%
NC(=O)CC[C@@H]1NC(=O)[C@H](CO)NC(=O)c2cc([N+](=O)[O-])cc(I)c2NCC[C@@H](C(N)=O)NC(=O)[C@H](Cc2ccc(O)cc2)NC1=O
  29 | . | . | -4%
COc1ccc(-c2nc3n(n2)C(c2ccccc2Cl)C(C(N)=O)=C(C)N3)cc1 (centres undefined)
  6 | 4 | 3% | 4%
O=C(c1cccs1)N1CCN(S(=O)(=O)c2ccccc2)CC1
  5 | -6 | 0% | -1%
CN1C(=O)C2(C(C#N)=C(N)Oc3n[nH]c(-c4ccc(Cl)cc4)c32)c2ccccc21 (centres undefined)
  ? | -1 | -4% | -4%
CCOC(=O)c1[nH]c2c(c1-c1ccccc1)C(=O)CC(c1ccc(OC)c(OC)c1)C2 (centres undefined)
  22 | . | . | -5%

Screening data from PubChem.
